Screening data as filed in PubChem.
ZTA counter = counter-screen for EBNA-1 inhibitors: inhibitors of Epstein-Barr virus ZTA. inhibition, % at 11 µM. ZTA-DNA binding, fluorescence polarization. 320,000 tested, 0.15% active. AID 2234. P03206; in the data active = inhibition above about 33%
Target sequence (P03206 whole entry, looked up): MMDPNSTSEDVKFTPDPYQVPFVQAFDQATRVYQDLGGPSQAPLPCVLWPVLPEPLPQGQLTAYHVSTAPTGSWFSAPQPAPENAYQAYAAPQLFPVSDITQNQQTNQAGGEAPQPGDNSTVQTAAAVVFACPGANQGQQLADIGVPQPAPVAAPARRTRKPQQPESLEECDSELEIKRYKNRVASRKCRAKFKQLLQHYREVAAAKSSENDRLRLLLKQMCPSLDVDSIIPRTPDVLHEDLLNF
Efflux pump inh = blocks antifungal efflux pumps in multiplex yeast assay; S. cerevisiae Candida pump triplex, Nile Red efflux; inhibition, % at 10 µM; 330,000 tested, 0.44% active; AID 485275;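 active = plate passing quality check with inhibition over a set limit, or well fluorescence over plate mean plus 4 SD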;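 note: Nile Red retained in pooled yeast measured as flow cytometry median fluorescence; 0% = buffer negative control and 100% = Enniatin B positive control; higher means more Nile Red kept so more efflux inhibition; some compounds called inactive have numbers as strong as hits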
Fam108B inh = counter-screen for RBBP9 inhibitors: inhibitors of mouse Fam108B. inhibition, % at 9.51 µM. recombinant Fam108B, FP-Rh probe fluorescence polarization. AID 1947. 300,000 tested, 0.33% active;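 active = inhibition above the screen mean inhibition plus 3 SD, computed separately per campaign, cut at about 18% in these data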;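 note: inhibitors lower polarization as less probe binds the enzyme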
MCL1-BIM inh = inhibitors of human MCL1 binding to BIM-BH3 peptide. 320,000 tested, 0.68% active. inhibition, % at 10.9 µM. GST-MCL1 / FITC-Bim-BH3 fluorescence polarization. Q07820;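 active = inhibition above the mean inhibition of all tested compounds plus 3 SD, set per campaign, cut at about 40% in these data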;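 note: 0% = DMSO wells and 100% = unlabeled Bim-BH3 peptide control; higher means more loss of mP so more displacement of Bim peptide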
Target sequence (Q07820 whole entry, looked up): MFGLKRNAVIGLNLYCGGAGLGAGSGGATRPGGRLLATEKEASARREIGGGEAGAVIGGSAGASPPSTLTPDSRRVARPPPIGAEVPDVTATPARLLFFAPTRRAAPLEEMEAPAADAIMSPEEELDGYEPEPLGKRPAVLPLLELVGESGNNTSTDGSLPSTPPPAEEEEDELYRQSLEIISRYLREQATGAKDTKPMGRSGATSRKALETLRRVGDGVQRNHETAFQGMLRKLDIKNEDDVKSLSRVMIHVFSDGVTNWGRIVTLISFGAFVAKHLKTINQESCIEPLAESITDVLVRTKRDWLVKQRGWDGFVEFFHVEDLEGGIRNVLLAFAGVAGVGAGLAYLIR
GLD-1 RNA inh = GLD-1-TGE RNA interaction inhibition (C. elegans); Q17339; purified GLD-1 + fluorescein TGE RNA, fluorescence polarization; inhibition, % at 5.96 µM; 320,000 tested, 0.44% active;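 active = percent inhibition above a per-plate cutoff, the plate mean of test compounds plus 3 SD, cut at about 30% in these data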;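 note: 0% = DMSO wells with GLD-1 and probe and 100% = wells lacking GLD-1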
Bcl-xL primary = Bcl-xL (human) inhibition | Q07817 | AID 2129 | inhibition, % at 10.9 µM | GST-Bcl-xL / FITC-Bim BH3 peptide fluorescence polarization | 320,000 tested, 0.7% active;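 active = inhibition above the mean of all tested compounds plus 3 SD, cutoff set per campaign, cut at about 30% in these data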;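 note: 0% = DMSO wells and 100% = unlabeled Bim-BH3 peptide competitor; inhibitors lower millipolarization by displacing the labeled peptide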
Yeast superoxide = caloric restriction mimetics inhibiting age-related superoxide in yeast; superoxide response (% of plate mean), % at 10 µM; AID 2690; 330,000 tested, 0.18% active; S. cerevisiae aged cells, superoxide DHE fluorescence; active compounds read low;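 active = superoxide response under a set limit, about three screen SD below normal, cut at about 65% in these data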;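 note: yeast aged for seven days with compound at 30 °C before DHE staining; 100% = average MFI of all compound-treated wells on the plate with controls excluded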
EBNA-1 inh = blocks EBNA-1 binding to DNA | AID 1950 | inhibition, % at 14.8 µM | 300,000 tested, 0.34% active | EBNA-1 DNA binding, fluorescence polarization; in the data active = inhibition above about 28%
MEX-5 binding = C. elegans MEX-5 TCR-2 RNA binding activity; Q9XUB2; MEX-5/FITC-TCR2 RNA binding, fluorescence polarization; active compounds read low; activity score (negative = inhibition of binding), % at 10 µM; 300,000 tested, 0.38% active;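 active = inhibition past about -25% in most replicates, and total fluorescence under double the plate's negative control median, limit read from the data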;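 note: 0% = DMSO and -100% = 5 µM competing unlabeled TCR2 RNA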
Target sequence (Q9XUB2 whole entry, looked up): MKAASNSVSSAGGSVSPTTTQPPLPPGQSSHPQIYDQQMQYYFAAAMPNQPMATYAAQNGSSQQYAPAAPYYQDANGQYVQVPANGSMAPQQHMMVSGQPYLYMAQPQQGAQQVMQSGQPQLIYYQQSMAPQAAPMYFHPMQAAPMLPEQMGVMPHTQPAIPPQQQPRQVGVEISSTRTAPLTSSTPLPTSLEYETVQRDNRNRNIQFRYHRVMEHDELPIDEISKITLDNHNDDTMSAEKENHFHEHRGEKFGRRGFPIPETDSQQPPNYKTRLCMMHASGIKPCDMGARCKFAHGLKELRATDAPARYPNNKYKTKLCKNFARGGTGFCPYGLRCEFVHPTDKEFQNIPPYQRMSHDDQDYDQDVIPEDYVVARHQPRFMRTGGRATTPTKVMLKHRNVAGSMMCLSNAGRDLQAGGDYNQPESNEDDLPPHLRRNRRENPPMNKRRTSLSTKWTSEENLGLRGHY
* marks the source's active call; other numbers are inactive results; · = not tested or not shown.

SMILES	ZTA counter	Efflux pump inh	Fam108B inh	MCL1-BIM inh	GLD-1 RNA inh	Bcl-xL primary	Yeast superoxide	EBNA-1 inh	MEX-5 binding
Cc1ccc(NC(=O)CSc2nnc(C)c(=O)n2N)c(C)c1	-5.7	-0.1	5.3	-20.7	8.4	-7.8	93.0	-2.7	2.1
CCOc1ccc(CCNC(=O)Cc2nn[nH]n2)cc1OCC	2.9	0.1	-3.1	1.3	1.5	3.8	104.6	1.6	2.4
Cc1c(/C=N/Nc2ccc(F)cc2)c(O)n(C)c(=O)c1C#N	-2.6	-0.5	0.2	7.9	-6.1	6.7	96.4	-10.8	-0.2
CC(C)(C)c1ccc2c(c1)OC(C(=O)N/N=C\c1ccncc1)CO2 (stereo not given)	-3.0	0.0	-2.4	-1.6	2.8	5.8	98.2	-16.9	1.1
O=C1/C(=N\O)Cc2ccccc21	-13.4	0.0	1.7	4.6	-6.0	4.2	98.5	1.2	0.2
N#Cc1c(-c2ccco2)nc(SCC(=O)Nc2cccc(Cl)c2)[nH]c1=O	2.5	-0.1	-7.9	28.4	11.9	19.4	86.9	-4.6	-1.9
CC(=O)Nc1ccc(NC(=O)c2cc(=O)c3cc(C)c(C)cc3o2)cc1	0.3	-0.1	-6.0	-6.7	-6.2	-1.6	104.7	72.6*	1.1
Cc1ccc(-n2nc3c(c2NC(=O)c2ccccc2)CS(=O)(=O)C3)cc1C	-10.9	-0.8	4.8	6.4	2.8	4.9	104.8	1.1	1.2
CC1CCN(S(=O)(=O)N2CCC(C(=O)N3CCC(N(C)CC4CCCO4)CC3)CC2)CC1 (stereo not given)	4.2	0.0	-1.7	6.0	-4.0	8.3	83.6	8.2	·
O=c1oc(/C=C/c2ccc([N+](=O)[O-])s2)nc2ccccc12	25.3	0.4	8.6	17.0	2.3	6.5	100.5	-8.6	3.8
NC(=O)CC(NC(=O)Cc1ccc(Br)cc1)c1ccc(NCCc2cccc(F)c2)c([N+](=O)[O-])c1 (stereo not given)	-11.8	0.2	-6.2	-12.2	-10.6	-7.8	105.9	-1.3	3.1
COc1ccc(C(Sc2ccccc2)c2ccccc2)cc1OC (stereo not given)	-6.4	0.2	0.7	7.0	5.1	2.6	98.4	-0.8	2.4
CCOC(=O)C1=C(C)N(CCCC(=O)O)C(=O)NC1c1ccc(Br)cc1 (stereo not given)	2.5	0.0	-3.5	3.2	-2.6	1.4	100.9	4.6	1.4
COc1ccc(-c2cc(C(=O)OCC(=O)c3ccc(C)c([N+](=O)[O-])c3)c3ccccc3n2)cc1	9.3	-0.1	-3.9	6.1	-1.7	5.7	103.3	-2.7	2.0
N#Cc1c(-c2ccccc2)[nH]c(=O)[nH]c1=O	-12.0	-0.1	4.2	1.2	7.8	-0.5	83.6	0.5	1.0
Cc1cccc(C)c1NC(=O)C(C)N1CCCC1 (stereo not given)	-13.2	-0.4	-1.2	-0.3	8.4	4.3	101.2	-12.3	1.2
N#Cc1cc(-c2ccccc2)nn1-c1ccccc1	1.2	0.3	0.7	42.6*	-2.1	45.1*	112.4	-1.5	-9.4
O=S(=O)(/N=C(/c1ccc(Cl)cc1)N1CCOCC1)c1ccc(Cl)cc1	-7.2	0.1	2.6	-1.4	-3.9	1.2	75.1	6.4	-4.2
COc1ccc(CNc2ccc(C)c(C)c2)cc1	8.6	0.0	1.2	6.3	-1.6	5.2	90.4	-0.2	-2.5
CN(C(=O)CSc1nnnn1C)C1(C#N)CCCCC1	1.3	0.1	·	2.8	0.3	0.9	109.5	·	·
Cc1cc(OC(C)C(N)=O)nc(-c2ccccc2)n1 (stereo not given)	-14.6	-0.1	0.4	4.3	1.7	0.3	76.5	-4.7	0.6
CCOC(=O)C1=C(N)OC(C)=C(C#N)C1c1ccco1 (stereo not given)	-14.5	-0.5	1.2	-2.0	-0.8	7.7	100.8	25.1	-1.0
COc1ccccc1CN1CCN(Cc2cc(OC)c(OC)cc2OC)CC1	-21.5	0.0	11.9	14.8	-3.8	7.6	93.8	-3.3	-1.4
NC1=NC(=O)CC(C(=O)Nc2cccc3ccccc23)S1 (stereo not given)	4.4	0.1	-1.3	7.4	-2.1	8.1	105.0	6.8	0.4
COc1cccc2c1-c1c(O)cccc1C2=O	26.8	-0.1	0.5	36.0	2.8	43.2*	93.0	-0.2	-8.9
COc1ccc(F)cc1S(=O)(=O)N1CCN(c2ccccn2)CC1	10.5	0.0	-2.0	0.4	-4.2	2.1	101.8	-3.9	-0.2
Cc1cc(C)c2cc(C#N)c(SCC(=O)Nc3cc(C)on3)nc2c1	-4.5	0.0	0.0	3.4	4.3	5.6	110.6	0.1	1.0
CC(=O)Nc1ccc2nc(NC(=O)C(Cl)(Cl)Cl)sc2c1	-3.1	-0.3	0.9	5.4	1.6	7.4	99.6	9.6	0.3
COc1ccc(C2(C(=O)NCCc3ccccc3)CCCC2)cc1	-0.9	0.0	1.4	-4.3	-5.3	2.7	101.0	0.3	-1.7
O=C(O)Cn1ccnc1	-7.0	-0.1	2.8	0.1	-0.6	1.7	96.6	-0.8	0.4
CCOC(=O)/C(=N\Nc1cccc(Cl)c1)Sc1nnc(-c2ccc(OC)cc2)n1C	-13.9	-0.2	9.8	-3.2	-4.1	-2.7	74.9	4.3	-2.4
Cc1ccc(Cl)c(NC(=O)COC(=O)C2CCC2)c1Cl	-7.5	0.1	0.0	-10.1	0.9	-2.1	114.5	-7.5	-1.5
CCOC(=O)C1(Cc2ccccc2C)CCCN(Cc2cc(OC)c(O)c(OC)c2)C1 (stereo not given)	-16.3	-0.1	0.1	-1.0	-1.5	0.8	99.4	12.4	0.4
CCN(c1ccccc1)S(=O)(=O)c1ccc(OCC(=O)N2CCCC2)cc1	-8.1	-0.1	·	6.3	1.6	3.8	93.0	·	·
CCOC(=O)CN1C(=O)C(O)=C(C(C)=O)C1c1ccc(F)cc1 (stereo not given)	-7.9	0.0	-2.4	4.3	-0.7	5.2	114.9	0.9	2.0
CCC(CC)C(=O)Nc1cccc(C(=O)NCCc2ccc(S(N)(=O)=O)cc2)c1	9.0	-0.1	-0.9	-1.3	1.2	3.5	120.4	-1.7	0.0
CCn1c(SCC(N)=O)nnc1-c1ccc(OC)c(OC)c1	-2.2	0.0	0.4	-3.1	17.4	4.2	98.5	4.9	-0.7
CCn1nc(NC(=O)C(C)C)c2cc3ccc(C)cc3nc21	-7.5	0.1	-3.3	0.5	-6.2	-1.2	106.0	2.5	0.8
C=CCc1cc(Cl)ccc1OCCn1ccnc1	0.9	-0.1	2.7	7.1	-1.8	8.1	100.5	8.9	-1.6
O=C(NCCC1CCCCN1S(=O)(=O)c1ccc(F)cc1)C(=O)NC1CC1 (stereo not given)	11.3	-0.1	-0.6	6.1	5.3	3.9	98.3	6.9	-1.1
COc1cc(CNC23CC4CC(CC(C4)C2)C3)ccc1OCc1ccccc1	-11.7	0.2	-0.6	-7.7	5.7	-2.5	113.5	-10.7	0.0
COc1ccccc1NC(=O)Nc1nnc(Cc2ccc(F)cc2)s1	-0.6	0.0	-0.4	-0.1	2.0	0.8	92.1	-1.8	-0.3
CS(=O)(=O)C1=NN2C(=N)/C(=C\c3ccc(OCCOc4ccccc4)cc3)C(=O)N=C2S1	1.9	0.0	-9.0	6.5	3.0	9.8	97.6	10.2	1.0
CCN(CC)CCN(C(=O)CCS(=O)(=O)c1ccccc1)c1nc2cc(C)cc(C)c2s1	-10.9	-2.2	-1.2	4.8	7.6	5.7	99.9	7.1	-0.6
CC1CCCN(CC(O)COCC2COc3ccccc3O2)C1 (stereo not given)	7.2	-0.3	5.6	1.6	-3.1	2.1	104.4	-5.4	0.4
Cc1ccc(CN2CCN(/N=C/c3ccccc3)CC2)cc1	9.8	0.0	0.7	2.0	0.7	1.7	85.3	-2.4	2.4
COCCCNC(=O)CCCN1C(=O)c2cccnc2Sc2ccccc21	15.4	0.1	2.5	0.4	-8.6	-0.1	116.9	-16.5	-4.0
CCOC(=O)Cn1c(CN2CC(C)OC(C)C2)nc2c1c(=O)n(C)c(=O)n2C (stereo not given)	-12.2	0.0	5.2	2.1	2.2	4.5	106.5	-11.1	-1.5
CCCCC(=O)Nc1cc(OC)c(NC(=S)NC)cc1OC	-0.3	-0.1	4.6	10.6	-5.2	2.0	103.8	15.8	-7.2
CC1=NN(C(=O)c2csc(C(C)C)c2)C(O)(C(F)(F)F)C1 (stereo not given)	7.5	0.1	3.4	8.1	3.8	2.0	86.5	11.9	-0.8
The list goes on:
SMILES	ZTA counter	Efflux pump inh	Fam108B inh	MCL1-BIM inh	GLD-1 RNA inh	Bcl-xL primary	Yeast superoxide	EBNA-1 inh	MEX-5 binding
COc1ccc(CC(=O)NC(CC(=O)O)c2cccc([N+](=O)[O-])c2)cc1 (stereo not given)	-14.7	-0.3	3.5	5.0	0.2	6.7	97.5	-8.7	1.1
CCCCn1c(N)c(N(Cc2ccccc2OC)C(=O)CN2C(=O)NC(C)(c3ccccc3)C2=O)c(=O)[nH]c1=O (stereo not given)	-19.1	0.0	5.0	-15.8	6.3	-10.5	102.4	-1.4	-2.3
CCCC(C(=O)NC1CCCC1)N(Cc1ccc2c(c1)OCO2)C(=O)c1snc(C(N)=O)c1N (stereo not given)	-3.0	0.1	1.6	-0.6	0.5	3.8	92.2	-0.7	-2.6
COc1cccc(NC(=O)CCC2CCN(C(=O)c3c(C)noc3C)CC2)c1	5.4	0.2	-0.7	-5.3	-3.1	-4.7	96.5	-13.2	-4.1
COC(=O)CNC(=O)c1ccc(=O)oc1	3.0	0.0	3.9	0.2	5.9	0.2	103.5	-5.2	-0.3
CSc1nc(-c2ccc(C)cc2)[nH]c1S(=O)(=O)c1ccccc1	1.8	0.2	-6.4	-18.7	1.4	-16.1	111.2	-8.3	-0.1
Cc1ccc(S(=O)(=O)NCCOc2nc(N3CCOCC3)nc(N3CCOCC3)n2)cc1	2.6	0.2	-1.4	-0.2	4.2	8.1	107.5	-3.9	-2.5
CC(=O)Nc1ccc(N2CC(C)(C)C2=O)cc1	-16.9	0.2	1.6	-0.4	0.9	-0.9	85.1	-17.0	1.9
Nc1ccccc1C(=O)NCCCN1CCN(c2cccc(Cl)c2)CC1	3.6	0.0	-0.4	0.3	-2.4	6.4	117.6	2.4	0.5
Cc1ccccc1-n1c(SCC(=O)N2CCC(C(=O)O)CC2)nnc1-c1ccncc1	-16.0	-0.1	1.8	-2.6	1.3	1.0	99.2	-3.8	2.3
Cc1noc(C)c1C(=O)N1CCC(C(=O)c2ccc(F)cc2F)CC1	-24.1	0.0	1.7	11.2	-1.7	5.3	93.7	2.2	-2.6
O=C(OCc1csc(-c2ccccc2)n1)c1ccc(O)cc1	5.0	0.2	-6.6	-4.5	2.4	-0.7	101.5	-8.8	1.9
NC1=NC(=O)/C(=C/c2cn(Cc3ccccc3)c3ccccc23)S1	-11.7	0.0	-0.9	13.6	0.6	5.5	115.1	-0.6	-0.7

Results in Fam108B inh, MEX-5 binding and Bcl-xL primary (3 entries from above):
SMILES,Fam108B inh,MEX-5 binding,Bcl-xL primary
COc1ccc(C2(C(=O)NCCc3ccccc3)CCCC2)cc1,1.4,-1.7,2.7
O=C(O)Cn1ccnc1,2.8,0.4,1.7
CCOC(=O)/C(=N\Nc1cccc(Cl)c1)Sc1nnc(-c2ccc(OC)cc2)n1C,9.8,-2.4,-2.7

Compounds were not picked by outcome, and some 2.3% of all compounds hit somewhere here.
